LYPLA1 inh: counter-screen for PME1 inhibitors: inhibitors of human LYPLA1. O75608. recombinant LYPLA1, FP-Rh probe fluorescence polarization. inhibition, % at 5.9 µM. 320,000 tested, 0.16% active;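 active means inhibition above the mean of all tested compounds plus 3 SD, set per campaign, cut at about 14% in these data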;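 further: inhibitors block serine hydrolase probe labeling of LYPLA1 so polarization falls; 0% = enzyme with DMSO and 100% = wells lacking LYPLA1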
Target sequence (O75608 whole entry, looked up): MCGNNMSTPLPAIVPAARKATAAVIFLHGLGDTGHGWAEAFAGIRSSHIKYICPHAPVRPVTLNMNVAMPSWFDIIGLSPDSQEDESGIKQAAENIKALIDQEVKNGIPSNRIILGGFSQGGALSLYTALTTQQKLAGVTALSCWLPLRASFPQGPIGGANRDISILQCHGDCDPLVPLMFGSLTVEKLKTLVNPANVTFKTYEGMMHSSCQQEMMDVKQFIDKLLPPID
GSTO1 counter: blocks human GSTO1 in RBBP9 counter-screen; P78417; recombinant GSTO1, activity-based probe fluorescence polarization; inhibition, % at 5.96 µM; 300,000 tested, 1.1% active; AID 1974;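 active means inhibition above the campaign mean inhibition plus 3 SD, cut at about 35% in these data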;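 further: 0% = GSTO1-1 with DMSO and 100% = wells lacking GSTO1-1 enzyme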
PREPL inh: human PREPL enzyme inhibition; recombinant PREPL, fluorescence polarization activity-based probe; inhibition, % at 5.96 µM; 320,000 tested, 0.68% active; in the data active means inhibition above about 43%;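 further: 0% = enzyme with DMSO and 100% = wells lacking enzyme; many of its hits are not listed in these tables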
EBNA-1 inh: blocks EBNA-1 binding to DNA; EBNA-1 DNA binding, fluorescence polarization; inhibition, % at 14.8 µM; 300,000 tested, 0.34% active; AID 1950; in the data active means inhibition above about 28%
ZTA counter: ZTA (EBV) inhibition in EBNA-1 counter-screen; inhibition, % at 11 µM; 320,000 tested, 0.15% active; ZTA-DNA binding, fluorescence polarization; AID 2234; P03206; in the data active means inhibition above about 33%
PAD4 FP inh: blocks human protein arginine deiminase 4; 330,000 tested, 0.41% active; Q9UM07; inhibition, % at 6.36 µM; recombinant PAD4, RCA probe fluorescence polarization;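 active means percent inhibition above a cutoff equal to the mean of all tested compounds plus 3 SD, cut at about 15% in these data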;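 further: 0% = PAD4 with RCA probe and DMSO and 100% = probe without PAD4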
Target sequence (Q9UM07 whole entry, looked up): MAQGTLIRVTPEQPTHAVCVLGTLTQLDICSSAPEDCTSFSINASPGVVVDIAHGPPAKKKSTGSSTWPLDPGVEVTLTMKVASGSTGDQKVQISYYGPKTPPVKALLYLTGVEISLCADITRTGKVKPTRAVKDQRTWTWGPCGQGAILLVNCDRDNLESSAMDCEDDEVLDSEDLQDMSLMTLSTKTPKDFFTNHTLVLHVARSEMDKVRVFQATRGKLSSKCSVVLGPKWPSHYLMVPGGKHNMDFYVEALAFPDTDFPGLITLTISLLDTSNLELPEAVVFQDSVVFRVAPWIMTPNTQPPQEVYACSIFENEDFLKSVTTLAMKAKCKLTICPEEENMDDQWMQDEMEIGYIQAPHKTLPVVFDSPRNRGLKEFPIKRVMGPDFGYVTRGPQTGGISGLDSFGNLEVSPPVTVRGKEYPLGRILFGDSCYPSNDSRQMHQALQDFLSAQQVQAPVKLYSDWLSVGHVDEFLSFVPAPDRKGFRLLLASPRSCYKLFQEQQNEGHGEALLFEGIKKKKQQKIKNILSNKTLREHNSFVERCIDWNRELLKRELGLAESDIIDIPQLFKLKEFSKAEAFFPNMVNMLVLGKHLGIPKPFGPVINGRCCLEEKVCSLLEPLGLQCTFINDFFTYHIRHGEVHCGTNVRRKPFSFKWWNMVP
LYPLA2 counter: counter-screen for PME1 inhibitors: inhibitors of human LYPLA2 | O95372 | recombinant LYPLA2, FP-Rh probe fluorescence polarization | inhibition, % at 5.9 µM | 320,000 tested, 0.38% active;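 active means inhibition above the screen-wide mean plus 3 SD, limit set per campaign, cut at about 26% in these data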;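 further: 0% = LYPLA2 with DMSO and 100% = wells lacking LYPLA2 enzyme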
PAFAH2 FP inh: inhibitors of human PAFAH2. Q99487. recombinant PAFAH2, FP-rhodamine activity probe, fluorescence polarization. 340,000 tested, 0.99% active. inhibition, % at 3.39 µM. AID 492956;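 active means inhibition above the mean over all tested compounds plus 3 SD, cut at about 30% in these data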;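 further: inhibitors block probe labeling of enzyme so polarization drops; 0% = enzyme with DMSO and 100% = wells lacking PAFAH2 protein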
PAFAH1B3 inh: blocks human PAF acetylhydrolase 1B catalytic subunit 3; Q15102; recombinant PAFAH1B3, FP-rhodamine probe, fluorescence polarization; inhibition, % at 3.39 µM; 340,000 tested, 0.28% active; AID 492972;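 active means inhibition above the screen-wide average of all tested compounds plus 3 SD, cut at about 25% in these data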;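 further: 0% = enzyme with DMSO only and 100% = wells lacking PAFAH1B3 protein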
* marks the source's active call; other numbers are inactive results; . = no result given. This is a subset (hit frequency here may not be typical).

SMILES	LYPLA1 inh	GSTO1 counter	PREPL inh	EBNA-1 inh	ZTA counter	PAD4 FP inh	LYPLA2 counter	PAFAH2 FP inh	PAFAH1B3 inh
CCOC(=O)CN1C(=O)CSc2ccc(S(=O)(=O)N3CCCC3)cc21	-1	8	-2	1	-2	0	1	0	8
COc1ccc(S(=O)(=O)N(CC(=O)N2CCN(C)CC2)C2CCCCC2)cc1OC	1	0	6	3	1	-2	-7	-3	-1
Cc1ccccc1C(=O)Oc1ccc(Br)cc1C(=S)N1CCCC1	0	-2	3	11	2	3	6	1	9
CNC(=O)c1[nH]cnc1C(=O)Nc1ccccc1C	0	12	7	-6	-6	-3	4	-5	1
CCOC(=O)c1ccc(NC(=S)N(CCN(C)C)Cc2cccs2)cc1	-4	6	4	-3	-12	1	-4	-5	-4
N#Cc1ccc(OCC(=O)N/N=C2\CCc3ccccc32)cc1	0	1	5	4	-3	-5	3	1	10
COc1ccc(/C=N/N2CCOCC2)cc1O	-1	-5	8	-4	-12	4	1	1	8
Cc1ccc(-c2cc(C(=O)Nc3cc(C)ccc3C)[nH]n2)c(O)c1	-2	-7	-7	-16	12	-4	-3	-6	11
Cc1ccc(NC(=O)COc2ccc(-n3ccnc3)cc2)cc1Cl	-15	-3	-29	-11	14	-4	-8	0	-3
C=CCNC(=O)c1cc2c(C(F)(F)F)nn(C)c2s1	3	-1	-2	3	-1	1	-1	-3	0
CCOC(=O)c1cnn(-c2ccccc2)c1NC(=O)c1ccccc1C	2	8	5	-2	-15	-3	-6	1	0
O=C(O)CCCCCNc1ncnc2ccc(Br)cc12	-7	-4	1	2	6	-2	0	-9	7

Continued; it opens with the 4 that closed the last part.
SMILES	LYPLA1 inh	GSTO1 counter	PREPL inh	EBNA-1 inh	ZTA counter	PAD4 FP inh	LYPLA2 counter	PAFAH2 FP inh	PAFAH1B3 inh
Cc1ccc(NC(=O)COc2ccc(-n3ccnc3)cc2)cc1Cl	-15	-3	-29	-11	14	-4	-8	0	-3
C=CCNC(=O)c1cc2c(C(F)(F)F)nn(C)c2s1	3	-1	-2	3	-1	1	-1	-3	0
CCOC(=O)c1cnn(-c2ccccc2)c1NC(=O)c1ccccc1C	2	8	5	-2	-15	-3	-6	1	0
O=C(O)CCCCCNc1ncnc2ccc(Br)cc12	-7	-4	1	2	6	-2	0	-9	7
CC(=O)NC(Cc1ccc(F)cc1)C(=O)N1CCN(C(=O)NCc2ccccc2)CC1 (stereo unspecified)	0	0	4	4	-4	4	4	3	2
CC(C)[C@H](NC(=O)NC1CCCC1)C(=O)O	0	7	1	2	6	5	-3	-5	1
O=C(c1cncc(Br)c1)N1CCN(S(=O)(=O)c2ccc(Cl)cc2)CC1	0	1	2	0	-10	-5	2	7	12
CCn1c(COc2ccc(C)cc2)nnc1SCC(=O)Nc1cc(OC)ccc1OC	8	16	28	5	-18	2	9	-2	5
S=C(NCc1cccnc1)NCc1cccnc1	2	9	11	-9	-14	-6	4	1	12
C/C(=N\NC(N)=O)c1ccccc1Cl	-2	-7	-10	-4	-6	0	5	8	0
CSc1nc2c(c(=O)[nH]c(=O)n2C)n1Cc1ccccc1	-2	2	-14	-6	-10	-6	-3	-5	5
O=C(NCCCN1CCCC1=O)c1ccc(OC(F)(F)F)cc1	0	14	4	2	-5	-4	6	-3	-4
CCOc1ccccc1CN1CCC(n2nccc2NC(=O)CCCc2ccccc2)CC1	-3	-3	13	8	4	3	-7	-4	-3
O=C(Oc1cccc([N+](=O)[O-])c1)c1cc(-c2ccccc2)nc2ccccc12	-9	-17	2	9	1	1	-17	-17	20
Oc1c(C(Nc2cccc(C(F)(F)F)c2)c2ccncc2)ccc2cccnc12 (stereo unspecified)	1	15	13	-11	-24	-9	5	6	8
CC1(C)C(=O)N(c2ccccc2F)C(=O)c2ccccc21	7	1	-5	5	8	0	2	-6	11
Cc1cc(N(C(=O)c2ccco2)C(C(=O)NC2CCCCC2)c2ccccc2)ccc1-n1cnnn1 (stereo unspecified)	0	6	5	-7	-31	-3	0	0	8
Cc1cc(C(=O)NN=Cc2ccc(OC(=O)c3ccco3)cc2)c(C)o1	.	.	37	.	.	-8	.	-1	10
CCOC(=O)c1c(NC(=S)NC(=O)c2ccc(Cn3cc(Cl)cn3)o2)sc2c1CCCCC2	5	-1	15	-4	7	-4	5	4	5
CCc1ccc(/C=C2/C(=O)NC(=O)N2C(C)=O)cc1	0	-1	-1	-1	2	-7	-8	0	7
O=C(Nc1ccccc1N1CCCC1)c1cc(S(=O)(=O)N2CCOCC2)ccc1Cl	-3	12	15	0	-10	5	0	3	5
CC1CCC(N2CCN(S(C)(=O)=O)CC2)CC1 (stereo unspecified)	3	-3	0	2	5	1	8	1	10
CN1CCN(C(=O)CSc2nc(-c3ccncc3)ccc2C#N)CC1	1	5	5	-3	-2	-2	1	-2	3
O=C(CN(Cc1ccco1)C(=O)c1ccccc1F)Nc1ccccc1C(F)(F)F	-2	.	8	.	1	-4	-6	-3	2
CC(CC(=O)O)NCC1COc2ccccc2O1 (stereo unspecified)	0	-13	6	-16	-9	-7	-1	5	14
COCCNC(=S)N(Cc1cccs1)Cc1cc2cccc(C)c2[nH]c1=O	2	-1	10	-12	0	-2	0	4	1
CCCCC(CC)CNC(=O)CN1C(=O)NC2(CCc3ccccc32)C1=O (stereo unspecified)	-1	7	-4	11	10	3	0	0	11
Cc1ccc2c(c1)N(C(=O)CCC(=O)NC1CCN(Cc3ccccc3)CC1)CC(C)O2 (stereo unspecified)	2	-2	-2	5	19	5	1	-8	5
N#Cc1ccc(CSC2=NCCN2)cc1	4	9	2	1	2	-2	6	-1	3
Cc1ccc(Cn2c(C3CCCN3c3nc(C)cs3)nc3cc(C(F)(F)F)ccc32)cc1 (stereo unspecified)	0	1	-6	-1	5	0	0	-7	-1
O=C(CCNC(=O)c1ccc(Br)cc1)NCc1ccncc1	-3	6	-45	1	-9	-3	5	8	8
O=c1c2ccccc2nc2ccc(N3CCOCC3)nn12	-2	3	-4	11	11	-2	7	2	-5
Nn1c(SCC(=O)Nc2ccc3c(c2)OCO3)nnc1-c1cccc(Cl)c1	0	2	-7	7	11	4	5	0	8
COc1ccc(OC)c(NC(=O)CC2C(=O)NCCN2C(=O)Nc2cccc(Cl)c2)c1 (stereo unspecified)	2	1	2	0	-3	-2	3	-5	3
Cc1cccc(C)c1-n1c(C)nn(CC#N)c1=O	0	11	-6	-10	-5	-4	1	-3	4
Cc1nnc(NC(=O)CC(CN(C)S(=O)(=O)c2ccccc2)c2ccccc2)s1 (stereo unspecified)	0	1	-9	9	17	1	3	6	8
CCN1CCN(Cc2cc(=O)oc3ccc(C)cc23)CC1	4	6	-5	2	12	0	5	5	-4
O=C(NCCCN1CCOCC1)C(C(=O)NCCCN1CCOCC1)c1ncc(C(F)(F)F)cc1Cl	-3	7	4	0	-8	-3	5	4	4
[O-][n+]1c2cc(C(F)(F)F)ccc2c2n1CCN=C2c1ccc(Cl)cc1	-1	6	11	-11	-5	-6	-1	10	5
CCCCOc1ccc(C2/C(=C(\O)c3ccc4c(c3)OCCO4)C(=O)C(=O)N2CCCN2CCOCC2)cc1 (stereo unspecified)	-4	3	4	8	-12	-2	-6	8	2
COc1cc2ccccc2cc1C(=O)N(CCN(C)C)c1nc2c(OC)ccc(OC)c2s1	-1	2	36	-5	-12	1	8	4	10
Cc1cc(C)cc(C(=O)NCCN2CCOCC2)c1	2	-2	1	1	7	-1	-7	0	2
Cc1nc2sccn2c(=O)c1S(=O)(=O)NCCc1ccccc1	-4	7	3	6	10	-3	-3	-8	-5
Cc1ccc(CS(=O)(=O)Cc2ccc(C(=O)NCc3cccnc3)o2)cc1	0	3	9	10	-5	-2	2	-1	10
CCC(C)NS(=O)(=O)c1ccc(OCC(=O)NCc2ccccn2)cc1 (stereo unspecified)	5	-3	-2	-1	-3	-1	3	-2	-3
CCOC(=O)c1c(N)nn(C(=O)c2ccccc2F)c1-c1ccc(OC)cc1	2	4	5	1	10	0	4	1	9
CC(C)CNC(=O)CSc1nc(-c2cccs2)cc(C(F)(F)F)n1	-1	5	-10	6	-3	0	-1	5	9
O=C(C1CC1)N1CCc2cc(Br)cc(S(=O)(=O)N3CCOCC3)c21	5	4	6	2	10	2	10	-2	4
CNC(=S)NNC(=O)c1sccc1OCc1ccc(C)cc1	-1	1	10	-5	-3	-3	-7	2	7
Clc1ccc(-c2c[n+]3c(n2-c2ccccc2)SCC3)cc1	0	-6	7	-3	-7	0	6	-2	2
Cc1nccn1CC(=O)N/N=C/c1cccs1	4	3	13	3	-7	0	8	1	0
Cc1ccc(SCC(=O)OCC(=O)N(CC(C)C)c2c(N)n(Cc3ccccc3)c(=O)[nH]c2=O)c(C)c1	-1	-5	4	11	6	-2	-5	-4	-3
CC(C)NC(=O)C(c1ccc(F)cc1)N(Cc1ccco1)C(=O)CCC(=O)Nc1ccccn1 (stereo unspecified)	1	-4	-7	-14	0	-4	4	9	-4
COc1ccccc1CC(=O)N1CCN(S(=O)(=O)c2cccs2)CC1	5	6	12	-4	-10	1	4	6	9
S=C(NC1CCCCC1)N(CCc1ccccc1)CCc1ccccc1	1	-1	-9	-2	-20	-3	2	-2	1
O=C1SCC(c2ccc(Cl)cc2Cl)=NN1Cc1nnc(-c2ccccc2)o1	-3	-2	-94	-4	1	-4	2	-6	-5
CCN(CC)CCNC(=O)c1c(C)n(-c2ccccc2)c2cc(Br)c(OC)cc12	-4	2	-13	6	-1	-7	-6	1	-2
CC(=O)/C(=N/Nc1ccccc1Cl)Sc1nnc(C(O)c2ccccc2)n1-c1ccccc1 (stereo unspecified)	-1	17	19	-8	0	1	-4	-1	1
COC(=O)c1ccc(NC(=O)Cn2c(-c3nonc3N)nc3ccccc32)cc1	-9	3	-6	10	21	-9	-12	-8	-6
COc1cccc(-c2cc(C(=O)Nc3cc(C)n(Cc4ccc(Cl)cc4)n3)no2)c1	-14	-2	-28	5	10	2	-14	-3	-3
O=C(NCc1ccccn1)c1cccc(S(=O)(=O)Nc2ccc(SC(F)F)cc2)c1	3	4	-1	-7	1	6	-2	8	5
Cc1cccc(NC(=O)CCC2CCN(C(=O)C3CC=CCC3)CC2)c1 (stereo unspecified)	2	1	2	-1	-16	-1	9	0	-2
CCOc1ccc(=O)n(-c2ccccc2)n1	1	1	2	7	8	1	8	4	0
CCOC(=O)c1c(C)[nH]c(C(=O)NNC(=O)c2ccc(C(C)(C)C)cc2)c1C	-1	-1	7	2	-5	-3	-8	-4	-4

Additional results follow:
SMILES	LYPLA1 inh	GSTO1 counter	PREPL inh	EBNA-1 inh	ZTA counter	PAD4 FP inh	LYPLA2 counter	PAFAH2 FP inh	PAFAH1B3 inh
COc1ccc(CCNC(=O)Cn2ccc3c(OC)cccc3c2=O)cc1OC	0	-2	-7	4	6	2	2	-6	10
O=C(CSc1nc2ncccc2[nH]1)Nc1ccccc1-c1ccccc1	0	10	-13	-13	-11	-6	-1	-4	6
COc1ccc(-c2csc(NC(C)=O)n2)cc1OC	-1	-4	0	3	11	6	2	1	8
Cc1ccccc1C(=O)NCCN=C1NS(=O)(=O)c2ccccc21	6	11	-1	15	16	3	-4	3	-9
Cc1cc(OCCCC(=O)NC2=NCCS2)ccc1Cl	-5	-3	-3	3	20	-1	0	-7	2
O=C(Nc1ccnn1C1CCN(C(=O)c2ccc(F)c(Cl)c2)CC1)C1CC1	-3	-1	7	-3	0	-5	0	-5	-3
Cn1ncc2c1ncn1nc(CCc3ccccc3)nc21	0	7	13	7	11	0	0	2	5
CCCc1cc(=O)[nH]c(SCCN2C(=O)c3ccccc3C2=O)n1	2	11	4	6	5	-2	8	0	1
